Source: PubChem BioAssay
p53ts 39C tox: qHTS Screen for Compounds that Selectively Target Cancer Cells with p53 Mutations: Cytotoxicity of p53ts Cells at the Nonpermissive Temperature; Potency, µM (highest dose often 46.1 µM), for inactives: top-dose activity change, negative = cell killing, actives largely listed as cytotoxic; hit rate 1.5% among 130,000; H1299-p53A138V viability at 39C, ATP luminescence, 24 h; further: nearly all actives have a fitted effect of over 55% in size
IkB sig inh: IkB Signaling | ABC-DLBCL IkBa-CBG/CBR dual luciferase ratio, 4 h; response scale: scaled: untreated 0%, proteasome inhibitor 100% | Potency, µM (titrated, usually from 57.1 µM), without a hit: at the highest dose IkBa stabilization activation | hit rate 0.04% among 110,000 | AID 445, 2006; active means well fitted curve in the direction sought with a large enough effect in the signal ratio, not every such curve was filed as active; inconclusive means small, poorly fitted or top-dose-only effect, or a change in a side signal; the % refers to the signal ratio;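 further: the direction sought is a rising ratio; 0% = basal untreated cells and 100% = reference inhibitor full response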
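In this assay, an IκBα–CBG68 fusion accumulates when IKK-driven degradation is blocked; native CBR normalizes for cell number. OCI-Ly3 cells were treated 4 h with compound and doxycycline, then green and red light read after Chroma-Glo addition.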
Peg3 imprint: qHTS Assay for Compounds that Induce Erasure of Genomic Imprints; AID 1948, 2009; hit rate 0.02% among 110,000; Potency, µM (highest dose often 60.7 µM), for inactives: at the highest dose activity change, positive = activation, hits mostly activators; mouse ES Peg3-LacZ reporter, beta-gal luminescence, 40 h;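 further: 0% = negative control wells on the plate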
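Each well holds 300 Peg3LacZ-Neo (maternal) female ES cells incubated 40 h at 37C, 5% CO2. LacZ is measured by BetaGlo luminescence, with AC50 and maximum efficacy derived from dose-response curves.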
p53ts 32C tox: qHTS Screen for Compounds that Selectively Target Cancer Cells with p53 Mutations: Cytotoxicity of p53ts Cells at the Permissive Temperature; hit rate 0.93% among 130,000; AID 924, 2007; H1299-p53A138V at 32C, ATP luminescence viability, 24 h; Potency, µM (doses to about 46.1 µM), for inactives: at the highest dose activity change, negative = cytotoxicity, usual class: cytotoxic;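 further: 0% = DMSO and -100% = full killing by reference compound; nearly all actives have a fitted effect of over 55% in size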
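H1299-p53 A138V cells (temperature-sensitive p53) exposed 24 h to up to 46 uM compound at 32C, where p53 is wild-type in conformation. Viability read as ATP luminescence and normalised to DMSO and 100 uM tamoxifen. AC50 fitted with the Hill equation.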
An asterisk follows results filed as active; ? = inconclusive; · = not tested or not shown; [ ] = dose if it differs, or a comment. Unless noted, the call rests on the fitted dose curve; in most records, active means well fitted curve in the direction sought with a large enough effect; inconclusive means small, poorly fitted or top-dose-only effect, or another doubt; inactive means no such curve, though single readings can be large; an effect the other way counts as inactive or inconclusive. Unless noted, on the % scale 0 is the no-effect control and ±100 the full control effect; potency means the concentration at half of the fitted maximal effect.

SMILES | p53ts 39C tox | IkB sig inh | Peg3 imprint | p53ts 32C tox
Cc1ccc(S(=O)(=O)N2CCN(C(=O)C3CCCCC3)CC2)cc1 | -2.3% | 1.1% | -7.1% | 0.1%
Cc1nnc(C)c2c(C)n(C(C)c3ccccc3)c(C)c12 (stereo not drawn) | -7.2% | -0.1% | 1.4% | -0.2%
CS(=O)(=O)N(CC(=O)N1CCCCC1)c1ccc2c(c1)OCO2 | 11.1% | 0.1% | -2.9% | -4.4%
CC(C)(C)c1ccc(C(=O)NCCC(=O)NCc2ccco2)cc1 | 1.4% | 2.2% | -6.7% | 0.3%
CSCC[C@H](NC(=O)NCc1ccc(F)cc1)C(=O)O | 7.0% | -1.0% | -1.4% | 1.5%
COc1ccc(C(=O)N/C(=C\c2cn(S(=O)(=O)N(C)C)c3ccccc23)C(=O)NCCCn2ccnc2)cc1 | -13.3% | 0.7% | -5.5%[10.9 µM] | -3.5%
Cc1ccc(-n2nc3c(N4CCC(C(=O)N5CCCCC5)CC4)nnc(C)c3c2C)cc1 | -8.0% | ? | -6.8%[10.9 µM] | 8.3%
CCOC(=O)C1CCN(C(=O)c2ccc(SC)cc2OC)CC1 | 3.3% | 4.7% | -0.9% | 8.6%
Cc1cc(OC(=O)N2CCOCC2)cc(C)c1Cl | -1.1% | 1.9% | 9.1% | -5.4%
COc1ccc(-n2nc(C(=O)N3CCN(c4ccccc4OC)CC3)c3c4ccccc4n(C)c3c2=O)cc1 | 15.7% | -2.5% | ? | 0.8%
O=C(O)c1ccc(Cl)c(S(=O)(=O)NCc2ccco2)c1 | -3.4% | 4.1% | -8.2% | -0.4%
O=C(COc1ccccc1)Nc1nnc(S(=O)(=O)N2CCCCCC2)s1 | -13.8% | -0.9% | -5.9%[10.9 µM] | -0.7%
C=CCN(C(=O)CSc1nc2[nH]ncc2c(=O)n1-c1ccccc1OC)c1ccccc1 | 16.3% | ? | 1.1% | 8.8%
CCc1ccc(NC(=O)c2ccc(F)c(S(=O)(=O)NC3CCCCCC3)c2)cc1 | -9.0% | ? | -19.6%[10.9 µM] | 15.9%
CC(C)(C)N(Cc1ccccc1)C(=O)c1ccc2c(c1)OCCO2 | -9.6% | 2.9% | -1.7% | 0.1%
COc1ccc(CCNC(=O)Cn2nnc(-c3cccs3)n2)cc1OC | -9.0% | 0.9% | -8.7% | 3.3%
Cc1ccc(S(=O)(=O)N2CCN(C(=O)N3CCOCC3)C2C)cc1 (stereo not drawn) | -5.3% | -0.2% | 7.7% | 1.8%
COCCCNc1ncnc2ccc(C)cc12 | 19.6% | · | · | 1.8%
CN1CCN(c2ncc3nc(-c4cccs4)c(=O)n(CCc4ccccc4)c3n2)CC1 | -4.3% | -0.6%[11.4 µM] | -4.4% | -6.1%
CC(C)=CCCC(C)C1CC[C@@]2(C)C3=C(CC[C@@]12C)C1(C)CCC(O)C(C)(C)C1CC3 (stereo partly drawn) | 2.2% | · | -20.5% | -1.1%

Overlap with the part before: five compounds, then new ones.
SMILES | p53ts 39C tox | IkB sig inh | Peg3 imprint | p53ts 32C tox
COc1ccc(CCNC(=O)Cn2nnc(-c3cccs3)n2)cc1OC | -9.0% | 0.9% | -8.7% | 3.3%
Cc1ccc(S(=O)(=O)N2CCN(C(=O)N3CCOCC3)C2C)cc1 (stereo not drawn) | -5.3% | -0.2% | 7.7% | 1.8%
COCCCNc1ncnc2ccc(C)cc12 | 19.6% | · | · | 1.8%
CN1CCN(c2ncc3nc(-c4cccs4)c(=O)n(CCc4ccccc4)c3n2)CC1 | -4.3% | -0.6%[11.4 µM] | -4.4% | -6.1%
CC(C)=CCCC(C)C1CC[C@@]2(C)C3=C(CC[C@@]12C)C1(C)CCC(O)C(C)(C)C1CC3 (stereo partly drawn) | 2.2% | · | -20.5% | -1.1%
CO[C@H]1COC(=O)[C@H](Cc2ccccc2)NC(=O)C/C=C\[C@@H](C)[C@H](OC)COC(=O)C/C=C\[C@@H]1C | 11.3%[9.22 µM] | · | · | 10.7%[9.22 µM]
Cc1cc(C)cc(NC(=O)N2CCN(c3cc(-c4noc(C)n4)ccc3C)CC2)c1 | -12.2% | -1.0% | 3.5%[10.9 µM] | 2.9%
Fc1ccc(CSc2nncn2NCc2ccc3c(c2)OCO3)cc1 | -4.9% | 0.2% | -3.8% | -0.9%
CCN(CC)CCCN(Cc1cc2cc3c(cc2[nH]c1=O)OCO3)C(=O)Nc1ccccc1OC | -6.9% | -1.3% | -10.1% | -6.7%
CC(C)N(CCc1ccncc1)C(=O)Nc1ccc(F)cc1 | 4.3% | -2.7% | -7.7% | -1.2%
C=CCn1c(SCC(=O)NC2CCCCC2)nnc1-c1ccc(OC)cc1 | -0.1% | 1.8% | -12.4% | -2.8%
Cc1ccc(CNC(=O)CSc2nc(=O)[nH]c3c2CCCC3)cc1 | 13.6% | -1.7% | -2.0%[10.9 µM] | -2.3%
CC1CCCC(C)N1S(=O)(=O)c1ccc(S(=O)(=O)NCc2ccccc2)cc1 (stereo not drawn) | 10.2% | · | · | -2.7%
COc1cc(CN(C(=O)c2cccc(C)c2)c2ccccn2)cc(OC)c1OC | 21.9% | ? | -12.9%[10.9 µM] | -0.8%
COc1ccccc1C1C2C(=O)N(c3ccccc3)C(=O)C2ON1c1ccccc1 (stereo not drawn) | -0.9% | 4.1% | -8.1% | 10.0%
CCCS(=O)(=O)N1CCCC(C(=O)NCc2ccc(C)cc2)C1 (stereo not drawn) | -16.0% | 1.0% | -7.1% | -4.0%
COc1cccc(NC(=O)CSc2nnnn2C(C)C)c1 | -9.7% | 1.4% | -6.8% | -3.5%
Cc1noc(C)c1S(=O)(=O)Nc1ccc(C(=O)NC2CCCCC2C)cc1 (stereo not drawn) | -6.5% | 2.5% | -5.0% | 0.4%
COc1ccc(OC)c(NC(=O)Cn2cc(C#N)c3ccccc32)c1 | -5.7% | 2.9% | -15.8% | 3.7%
COc1cc(C2C(C(C)=O)=C(O)C(=O)N2CCc2c[nH]c3ccccc23)ccc1O (stereo not drawn) | 5.2% | 0.5% | -5.5% | -3.9%
Cc1cc(C)n(/N=C/c2c[nH]c3ccccc23)c(=O)c1 | 5.9% | -0.4% | -0.5% | 4.9%
CC(C)(C)NCCCCOc1ccc(F)cc1 | 6.8% | -0.3% | -11.5% | -3.7%
COC(=O)CC1C(=O)NCCN1C(=O)CSc1nnc(Nc2ccc(OC)cc2)s1 (stereo not drawn) | ? | -0.5% | -8.0% | ?
CCC(=O)N1CCc2cc(Br)cc(S(=O)(=O)N3CCCC(C(=O)Nc4cccc(F)c4)C3)c21 (stereo not drawn) | 5.1% | ? | -2.4%[10.9 µM] | 10.9%
N#Cc1c(NC(=O)CCn2cnc3ccccc3c2=O)oc(-c2ccccc2)c1-c1ccccc1 | 31.8%[activator] | ? | -19.4% | 9.8%

Structural class, the entries above containing a cyano group
SMILES | p53ts 39C tox | IkB sig inh | Peg3 imprint | p53ts 32C tox
COc1ccc(OC)c(NC(=O)Cn2cc(C#N)c3ccccc32)c1 | -5.7% | 2.9% | -15.8% | 3.7%
N#Cc1c(NC(=O)CCn2cnc3ccccc3c2=O)oc(-c2ccccc2)c1-c1ccccc1 | 31.8%[activator] | ? | -19.4% | 9.8%

(list continues)
SMILES | p53ts 39C tox | IkB sig inh | Peg3 imprint | p53ts 32C tox
CNC(=O)c1c(NC(=O)c2ccc(S(=O)(=O)N3CCCC(C)C3)cc2)sc2c1CCC2 (stereo not drawn) | -5.1% | 11.5% | -9.0%[10.9 µM] | 1.6%
Cc1oc2ccc(OC(=O)N3CCOCC3)cc2c1C(=O)OC(C)C | 4.4% | -1.4% | -21.2% | 15.8%
COC(=O)c1cc(S(=O)(=O)N2CCN(c3ccc(F)cc3)CC2)cn1C | 9.9% | -0.4% | 7.8%[10.9 µM] | -3.9%
CCOc1cc2[nH]c(=O)n(Cc3ccc(C(=O)N4CCN(c5ccccc5)CC4)cc3)c(=O)c2cc1OCC | -4.5% | ? | -6.9%[10.9 µM] | 24.8%
COc1cccc(C(=O)Nc2c3c(nn2-c2ccc(Cl)cc2)CS(=O)(=O)C3)c1 | -17.9% | ? | 9.9%[10.9 µM] | 10.1%
CCC1SC2=NC(C)=C(C(=O)OC)C(c3ccc(C)cc3)N2C1=O (stereo not drawn) | -2.8% | -0.1% | -7.0% | 18.3%
Cc1cccc(N2CCN(c3ccc(C(=O)O)cc3NC(=O)c3ccccc3F)CC2C)c1 (stereo not drawn) | 17.8% | ? | 16.0%[10.9 µM] | 20.2%
Cn1c(=O)c2c(-c3ccccc3)n3c4ccccc4ncc3c2n(C)c1=O | 16.2% | -1.3% | 3.4% | 20.2%
CCCN(C(=O)c1cc2c(s1)-c1ccccc1OC2)c1ccc(C(C)C)cc1 | 1.9% | ? | 4.6%[10.9 µM] | 19.0%
Cc1cccc(-n2c(SCC(=O)Nc3ccc(C)c(C)c3)nc3n[nH]c(C)c3c2=N)c1 | 6.0% | ? | -11.5%[10.9 µM] | 8.8%
COC(=O)c1ccc(Cn2c(SCC(=O)Nc3ccc(F)cc3)nc3ccccc32)cc1 | -20.6% | 3.6% | 8.8%[10.9 µM] | -4.6%
CC1(C)CC2(CC(C)(C)NC(=O)N2)NC(=O)N1 | 3.3% | 0.5% | -5.8% | 4.2%
Clc1cc(Cl)c(Cl)cc1Cl | -17.7% | 0.6% | 9.3% | 6.1%[1.84 µM]
O=C1C2=C(Nc3cc([N+](=O)[O-])ccc3N2)O[C@@H]1c1c[nH]c2ccc(COc3ccccc3)cc12 | 11.6%[9.22 µM] | -0.2%[11.4 µM] | ? | 7.6%[9.22 µM]
CCCCN(CC)CCCNC(=O)C1CCN(c2nc3ccc(CC)cc3s2)CC1 | 20µM* | 3.3% | 10.2%[10.9 µM] | 12.6µM*
O=C(Nc1nc2c(s1)CCCC2)c1ccc2ncsc2c1 | ? | ? | -34.9%[inhibitor] | ?
CCN(C(=O)Cn1nc2c3cc(F)ccc3n(Cc3cccc(C)c3)cc-2c1=O)c1cccc(C)c1 | -7.4% | ? | 3.9%[10.9 µM] | -0.8%
COc1ccc(/C=N/n2cc(-c3ccc(OC)cc3)nc2N)cc1 | -12.1% | -0.4% | -48.7%[inhibitor] | -13.3%
COc1cccc(-c2nnc(SCc3ccc(C#N)cc3)n2Cc2ccco2)c1 | -5.9% | ? | -7.6% | -6.5%
O=c1[nH]c2cc3c(cc2cc1CN(Cc1nnnn1CC1CCCO1)C1CCCCC1)OCO3 (stereo not drawn) | 6.5% | 2.1% | -5.0% | -19.1%
O=S(=O)(c1ccccc1)N1CCC2(CCN(Cc3ccccc3)CC2)CC1 | -0.4% | -1.4%[11.4 µM] | · | -7.6%
O=C(CCC1N=C2c3ccccc3N=C(SCc3ccccc3Cl)N2C1=O)NCCc1ccccc1 (stereo not drawn) | -26.7% | -0.6% | -4.7%[10.9 µM] | 28.9%
Cc1c(Cl)cccc1-n1ncc(C(=O)Nc2ccc(F)cc2F)c1C1CCN(C(=O)OC(C)(C)C)CC1 | 1.2% | ? | -4.4%[10.9 µM] | 24.8%
COc1cccc(CNC(=O)c2c(C)oc3ncnc(N4CCOCC4)c23)c1 | -14.3% | -1.8% | -6.2%[10.9 µM] | -10.5%
O=C(CSc1ncccn1)NC(=O)NCc1ccccc1 | 0.1% | -2.9% | 0.1% | 3.2%
CC(C)OC(=O)CSc1nnc(-c2cnccn2)n1C | 2.6% | -1.2% | -0.8% | -1.1%
CN1CCN(C(=S)c2ccc(N(C)C)cc2)CC1 | 10.0% | -1.4% | -6.7% | 7.5%
COc1ccc(NC(=O)CSc2ccc(-c3cccs3)nn2)cc1 | -15.0% | -0.9% | -15.6%[10.9 µM] | -5.6%
COc1ccccc1N1CCN(C(=O)c2c(-c3ccccc3)noc2C)CC1 | -5.8% | · | · | 4.1%
COc1ccc(Br)cc1CNC(=O)c1cc(=O)[nH]c2ccc(S(=O)(=O)N3CCCCC3)cc12 | -15.5% | -0.2% | -11.7%[10.9 µM] | 3.0%
CC(C)(C)c1cc(=O)n2c(C#N)c(C#N)nc2[nH]1 | 2.7% | -2.1% | -4.2% | 4.6%
COc1ccc(NC(=O)Cc2c(C(=O)O)[nH]c3ccccc23)cc1OC | 29.3% | -0.3% | -2.5%[10.9 µM] | 2.0%
